Bioassay records deposited in PubChem by several laboratories.
MITF act: activators of MITF-driven TRPM1 promoter reporter, primary screen, cell-based, SK-MEL-5, luciferase, single point; SK-MEL-5 TRPM1-promoter luciferase, 24 h; % of positive control, neutral wells = 0; activation, % at 12.5 µM; actives 0.75% (n = 300,000); AID 588334, 2011;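 active = mean activation of at least 80% with every replicate also reaching 80%; inconclusive = mean reaches 80% but some replicate falls short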;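 also: 0% = neutral control wells and 100% = parthenolide positive control wells; values of inactives mirror those of a sister screen read the other way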
PvdQ acylase: P. aeruginosa PvdQ acylase inhibitors, primary screen, biochemical, fluorescence, plate reader and imaging, single point; PvdQ acylase [Pseudomonas aeruginosa LESB58]; purified PvdQ acylase; inhibition, % at 10 µM; actives 0.063% (n = 340,000); AID 488965, 2010; in the data active = inhibition above about 30%, passing the limit was not always enough; inconclusive = no clear call, values can overlap the other calls;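 also: 0% = vehicle neutral wells and 100% = reference inhibitor wells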
Wnt bcat act: Wnt/beta-catenin pathway activators, primary screen, cell-based, plate reader, single point; Wnt/beta-catenin reporter cell assay, activator; activation, % at 9.35 µM; actives 1.2% (n = 300,000); AID 743398, 2014; in the data active = activation above about 30%, passing the limit was not always enough; inconclusive = no clear call, values can overlap the other calls;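 also: 0% = neutral control wells and 100% = positive control wells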
Rtt109 Vps75: inhibitors of C. albicans Rtt109/Vps75 HAT, primary screen, biochemical, ThioGlo CoA-SH fluorescence, plate reader | purified Rtt109/Vps75, 4 h | inhibition, % at 34.9 µM | actives 0.16% (n = 330,000) | AID 540336, 2011;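 active = inhibition of at least 50% in every replicate; inconclusive = best replicate reaches 50% inhibition but some replicates fall short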
Target sequence (Q5AAJ8 whole entry, looked up): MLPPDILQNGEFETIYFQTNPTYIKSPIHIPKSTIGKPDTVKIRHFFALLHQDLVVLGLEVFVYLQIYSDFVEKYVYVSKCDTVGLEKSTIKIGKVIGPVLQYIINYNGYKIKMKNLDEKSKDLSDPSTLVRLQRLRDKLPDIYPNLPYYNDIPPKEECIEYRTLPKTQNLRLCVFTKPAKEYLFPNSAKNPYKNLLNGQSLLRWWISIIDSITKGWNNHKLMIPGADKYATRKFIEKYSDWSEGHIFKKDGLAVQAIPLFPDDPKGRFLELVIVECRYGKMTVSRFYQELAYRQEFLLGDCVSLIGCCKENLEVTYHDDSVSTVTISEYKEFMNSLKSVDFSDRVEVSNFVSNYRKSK
dFosB activator: activators of delta FosB homodimer, primary screen, biochemical, fluorescence polarization, TAMRA-CDK5 oligo, single point. purified delta FosB; percent of positive-control signal above neutral wells. Protein FosB (Mus musculus), P13346. AID 493131, 2011. activation, % at 25 µM. actives 0.99% (n = 340,000);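 active = mean activation above about 17%, with every replicate also reaching it, limit read from the data, passing the limit was not always enough; inconclusive = only one of the two conditions met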;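 also: fluorescence polarization rise as delta FosB binds a TAMRA Cdk5 AP-1 oligo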
SR-BI DiI-HDL act: activators of SR-BI mediated DiI-HDL uptake, primary screen, ldlA[mSR-BI] CHO cells, DiI fluorescence; 3 h; 100 = double the neutral-control signal; activation, % at 12.5 µM; actives 0.096% (n = 320,000); AID 504775, 2011;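 active = mean replicate activation of at least 60% and every replicate at or above 60%; inconclusive = mean or all-replicate condition met, but not both; inactive = mean below 60% and not all replicates reaching 60%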;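 also: 0% = median plate neutral-control signal and 100% = twice that signal; values of inactives mirror those of a sister screen read the other way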
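Test system: SR-BI-overexpressing, LDLR-lacking CHO cells; Medium: Ham's F12 with 0.5% BSA, HEPES 25 mM, pH 7.4; Schedule: 3 h, 37 °C; Technique: bottom-read fluorescence, 550/595 nm.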
SR-BI HDL uptake: inhibitors of SR-BI mediated HDL lipid uptake, primary screen, ldlA[mSR-BI] cells, fluorescence, single point | AID 488896, 2010 | inhibition, % at 12.5 µM | ldlA[mSR-BI] CHO cells, DiI-HDL uptake fluorescence, 3 h | Scavenger receptor class B member 1 (Mus musculus), Q61009 | actives 0.96% (n = 320,000);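 active = mean replicate inhibition of at least 70% and a set share of replicates each scoring 70 or more; inconclusive = meets just one of the two criteria; inactive = fails both criteria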;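 also: 0% = median of neutral control wells and 100% = median of positive control wells; values of inactives mirror those of a sister screen read the other way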
HTR5A ag: HTR5A agonists in luminescence cell assay, primary screen, counter-screen for OPRM1-OPRD1 heterodimer agonist project, full-deck HTS; actives 0.61% (n = 340,000); activation, % at 9.3 µM; cell-based; in the data active = activation mostly above about 9.5%, no sharp cut-off; inactive = mostly below about 7.6%;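 also: 0% = cells with vehicle only and 100% = reference agonist; strong numbers were not always called active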
cardiac RTF act: cardiac RTF calcium sensitivity activators, primary screen, biochemical, IANBD-TnC fluorescence, EC20 calcium. actives 0.24% (n = 340,000). AID 493008, 2010. activation, % at 7.2 µM. IANBD-labeled TnC RTF fluorescence at EC20 calcium; 0% EC20 calcium, 100% full calcium;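 active = activation above the mean over all tested compounds plus 3 SD, cut at about 30% in these data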;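 also: rise in fluorescence read as greater calcium sensitivity of cardiac thin filaments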
CDK5 p35 inh: inhibitors of human CDK5/p35 kinase, primary screen, biochemical, single concentration | Recombinant CDK5/p35, ADP-Glo luminescence, 60 min | inhibition, % at 10 µM | actives 0.01% (n = 330,000);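 active = highest replicate inhibition of at least 50% and at least 75% of replicates reaching 50%; inconclusive = only one of the two criteria met; inactive = both criteria failed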;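 also: plate controls were DMSO neutral control for no effect and GW8510 at 10 µM for full effect; many of its hits are not listed in these tables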
Target sequence (Q00535 whole entry, looked up): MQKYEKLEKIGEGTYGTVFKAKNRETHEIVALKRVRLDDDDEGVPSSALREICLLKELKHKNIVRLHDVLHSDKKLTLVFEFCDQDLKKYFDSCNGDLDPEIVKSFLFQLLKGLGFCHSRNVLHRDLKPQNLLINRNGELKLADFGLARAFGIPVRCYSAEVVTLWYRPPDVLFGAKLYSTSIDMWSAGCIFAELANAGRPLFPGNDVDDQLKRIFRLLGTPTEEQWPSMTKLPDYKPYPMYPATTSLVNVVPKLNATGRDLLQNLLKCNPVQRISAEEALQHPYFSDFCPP
Target sequence (Q15078 whole entry, looked up): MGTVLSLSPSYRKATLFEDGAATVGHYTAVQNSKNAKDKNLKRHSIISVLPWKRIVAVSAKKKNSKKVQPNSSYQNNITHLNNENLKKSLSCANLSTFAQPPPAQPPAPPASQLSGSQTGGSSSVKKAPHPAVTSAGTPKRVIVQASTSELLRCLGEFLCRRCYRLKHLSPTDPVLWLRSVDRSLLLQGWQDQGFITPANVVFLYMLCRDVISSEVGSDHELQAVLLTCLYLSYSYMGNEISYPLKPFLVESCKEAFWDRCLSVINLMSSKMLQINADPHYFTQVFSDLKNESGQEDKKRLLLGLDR
The depositor's hits bear a star; i = inactive; ? = inconclusive; nt = no result given.

SMILES	MITF act	PvdQ acylase	Wnt bcat act	Rtt109 Vps75	dFosB activator	SR-BI DiI-HDL act	SR-BI HDL uptake	HTR5A ag	cardiac RTF act	CDK5 p35 inh
CCN(CC)S(=O)(=O)c1ccc(C)c(NCC(=O)Nc2ccc(C#N)c(Cl)c2)c1	-3	-2	-4	16	3	-53	53	-1	-13	-0.1
c1ccc(NC2=NCCCS2)cc1	-8	-12	1	-3	5	4	-4	4	11	0.5
O=C1OCCN1P(=O)(c1ccccc1)c1ccccc1	-13	-9	nt	-13	3	nt	nt	-1	-3	1.7
COCC(C)OC(=O)c1c(N)n(Cc2ccco2)c2nc3ccccc3nc12 (stereo not drawn)	-16	-2	-1	i	-12	nt	nt	-3	6	1.5
Clc1cc(Cl)cc(NC2=NCCS2)c1	nt	2	-1	0	-8	-4	4	-1	1	-1.2
CC(C(O)c1ccccc1)N(C)CCn1cnc2c1c(=O)n(C)c(=O)n2C (stereo not drawn)	-12	-10	4	-2	-1	-17	17	nt	1	1.1
CCN(CC)CCCN=C(C)c1c(O)n(-c2ccc(C)cc2)c(=O)[nH]c1=O	0	7	0	8	2	-7	7	4	2	0.1
CS(=O)(=O)NNP(=O)(NNS(C)(=O)=O)NC(=O)c1ccc(Br)cc1	2	-25	2	-6	-2	nt	nt	3	-3	-2.5
Cc1ccc2nc3c(cc2c1)CC1(C(=O)N(C)C(=O)N(C)C1=O)C1COCCN31 (stereo not drawn)	nt	-15	nt	-2	3	-31	31	-2	-2	-1.0
CC(=O)OC1CC(OC2C(O)CC(OC3C(O)CC(OC4CCC5(C)C(CCC6C5CCC5(C)C(C7=CC(=O)OC7)C(O)CC65O)C4)OC3C)OC2C)OC(C)C1OC1OC(CO)C(O)C(O)C1O (stereo not drawn)	-85	-10	-11	3	-21	21	-21	19*	4	0.8
CC(=NCCCN1CCOCC1)c1c(O)n(Cc2ccccc2)c(=O)[nH]c1=O	6	-12	-4	0	-5	1	-1	-4	-2	-1.8
CNC(=O)c1cccn(Cc2ccc(C(F)(F)F)cc2)c1=O	-5	-9	24	21	-2	15	-15	-2	-2	-1.2
CNP(=S)(NC)OCCOc1ccc(OC)cc1	20	-5	0	1	-5	31	-31	0	2	1.4
COc1ccc(CC2(CCc3ccccn3)C(=O)NC(=O)N(c3ccccc3C)C2=O)cc1OC (stereo not drawn)	-10	-13	-1	-8	-9	23	-23	-1	6	0.7
CC(C)OP(=O)(OC(C)C)C(O)c1ccc(Br)cc1 (stereo not drawn)	7	1	nt	10	-3	-2	2	3	-1	nt
CCC1(C)CC(CCNCc2ccc(N(C)C)cc2)(c2ccc(F)cc2)CCO1 (stereo not drawn)	7	-16	2	17	-9	nt	nt	-2	4	1.9
COc1ccc(C(O)c2ccccc2OP(=O)(N(C)C)N(C)C)cc1 (stereo not drawn)	2	-15	nt	1	1	31	-31	-7	4	-1.2
CN1CCN(c2ncnc3c2cnn3C)CC1	nt	-4	0	8	-3	11	-11	nt	nt	-0.8
CCSc1nnc([C@@H](N)Cc2c[nH]c3ccccc23)o1	nt	-1	nt	3	1	9	-9	-1	-1	-2.5
O=P(O)(O)/C=C(\Cl)c1ccccc1	-12	4	-7	7	1	25	-25	8	-3	-0.7
CC(=NCc1ccco1)c1c(O)n(-c2ccc(Cl)cc2)c(=O)[nH]c1=O	20	-7	-1	-19	6	26	-26	2	5	-0.2
N#Cc1cn(C2OC(CO)C(O)C2O)c2ncnc(N)c12 (stereo not drawn)	nt	-15	-2	-1	1	?	-185	4	4	1.4
COc1ccc(-n2c(O)c(C(C)=NCC3CCCO3)c(=O)[nH]c2=O)cc1 (stereo not drawn)	7	-1	-1	3	5	29	-29	1	3	-0.5
CN1CCc2nc3sc(C(=O)NC(C)(C)C)c(N)c3cc2C1	nt	11	7	39	-4	-5	5	1	8	4.8

An excerpt from above in order of heavy-atom count, descending.
SMILES	MITF act	PvdQ acylase	Wnt bcat act	Rtt109 Vps75	dFosB activator	SR-BI DiI-HDL act	SR-BI HDL uptake	HTR5A ag	cardiac RTF act	CDK5 p35 inh
COc1ccc(-n2c(O)c(C(C)=NCC3CCCO3)c(=O)[nH]c2=O)cc1 (stereo not drawn)	7	-1	-1	3	5	29	-29	1	3	-0.5
COc1ccc(C(O)c2ccccc2OP(=O)(N(C)C)N(C)C)cc1 (stereo not drawn)	2	-15	nt	1	1	31	-31	-7	4	-1.2
CN1CCc2nc3sc(C(=O)NC(C)(C)C)c(N)c3cc2C1	nt	11	7	39	-4	-5	5	1	8	4.8
N#Cc1cn(C2OC(CO)C(O)C2O)c2ncnc(N)c12 (stereo not drawn)	nt	-15	-2	-1	1	?	-185	4	4	1.4
CCSc1nnc([C@@H](N)Cc2c[nH]c3ccccc23)o1	nt	-1	nt	3	1	9	-9	-1	-1	-2.5
CN1CCN(c2ncnc3c2cnn3C)CC1	nt	-4	0	8	-3	11	-11	nt	nt	-0.8
O=P(O)(O)/C=C(\Cl)c1ccccc1	-12	4	-7	7	1	25	-25	8	-3	-0.7

Next entries follow.
SMILES	MITF act	PvdQ acylase	Wnt bcat act	Rtt109 Vps75	dFosB activator	SR-BI DiI-HDL act	SR-BI HDL uptake	HTR5A ag	cardiac RTF act	CDK5 p35 inh
CC12CN3CC(C)(CN(C1)C3c1ccco1)C2=O (stereo not drawn)	2	-14	nt	6	-8	-7	7	-2	5	-1.1
O/N=C1/C(=C\c2ccccc2)N2CCC1CC2	-2	-10	nt	-5	-3	11	-11	1	2	-0.1
CC(=O)Nc1ccccc1C(=O)OCc1ccc(C(=O)c2ccccc2)cc1	2	9	nt	-4	-1	6	-6	1	0	0.3
C=CCn1c(O)c(C(CC)=Nc2ccc3c(c2)CCC3)c(=O)[nH]c1=O	nt	-11	-1	9	-6	-7	7	2	-1	0.2
CCCCCCn1c(O)c(C=NCCN2CCOCC2)c(=O)[nH]c1=O	-5	-12	0	-5	-3	12	-12	0	-5	-1.6
O/N=C1\CCC2CN(C3CCCCC3)CC2C1 (stereo not drawn)	-2	3	nt	1	1	3	-3	4	-6	0.1
COc1ccc(OCC(=O)N2CCCC(N3CCN(c4ccccc4C)CC3)C2)cc1 (stereo not drawn)	-12	-4	1	10	-9	-38	38	5	3	-0.1
O=c1[nH]c(=S)n(C2CC2)c(O)c1C=Nc1cccc(C(F)(F)F)c1	-7	-6	-3	-7	-2	12	-12	0	5	-2.6
COC(=O)C1=C(C(=O)OC)C2c3ccccc3C1c1ccccc12	2	-6	0	2	-5	8	-8	-1	3	-3.3
CCOP(=O)(OCC)C(O)c1ccc(OC)c(OC)c1 (stereo not drawn)	-1	-14	-3	-7	0	13	-13	-2	1	0.5
C1=C(c2ccccc2)CCNC1	1	-6	1	2	2	2	-2	2	13	-3.8
CC(C)c1ccc(-n2c(O)c(C=NCCN3CCNCC3)c(=O)[nH]c2=S)cc1	9	-11	3	3	-2	1	-1	10*	2	3.6
COC(=O)C1=C(c2ccc(OC)c(OC)c2)C[C@@H]2CC[C@H]1N2C(=O)NCc1cc(C)oc1C(F)(F)F	4	-12	-1	2	4	-7	7	2	15	1.3
CC1OC(NCCc2ccccc2)C(O)C(O)C1O (stereo not drawn)	-5	-12	-1	-2	-6	4	-4	2	9	2.1
O=c1[nH]c(=O)n(-c2cccc(Cl)c2)c(O)c1C=NCCN1CCCCC1	3	-11	-1	-2	-5	9	-9	5	-3	-0.4
C(=NC12CN3CN(CN(C3)C1)C2)c1cccs1	-8	-9	-2	-2	-2	3	-3	1	3	-1.9
COC(=O)C1=C(c2ccccc2OCc2ccccc2)C[C@@H]2CC[C@H]1N2C(=O)NC1CCN(Cc2ccccc2)CC1	12	14	-2	-5	-5	15	-15	-8	0	1.1
CN1C(=O)C(=Cc2cn(CC(=O)N3CCCC3)c3ccccc23)C(=O)N(C)C1=O	5	11	-3	10	-2	-2	2	17	-4	-0.5
CCOC(=O)C1CCN(/C=C2\C(=O)NC(=S)N(CC)C2=O)CC1	9	-11	13	nt	2	26	-26	3	11	-0.1
CC(=O)OCC12CC(OC(=O)CC(C)C)C(C)=CC1OC1C(O)C(OC(C)=O)C2(C)C12CO2 (stereo not drawn)	nt	-17	-10	1	-7	17	-17	-2	-5	0.7
CC(C)C12CN3CCN(CC(C3)C1O)C2 (stereo not drawn)	2	0	nt	-4	3	21	-21	-2	0	0.0
CC12CCC3C(CC=C4CC(O)CCC43C)C1CC(=CN1CCOCC1)C2=O (stereo not drawn)	4	-5	-2	4	-4	7	-7	1	-6	-0.7
CCN(CC)c1ccc(/C=C2\C(=O)NC(=O)N(Cc3ccco3)C2=O)cc1	17	-12	-2	5	3	11	-11	-5	12	-18
COC(=O)C1=C(c2ccc(F)cc2OCc2ccccc2)C[C@@H]2CC[C@H]1N2C(=O)N1CCC(O)CC1	7	-16	nt	8	-16	39	-39	-1	2	0.4

Copied from the results shown, 2 compounds:
SMILES	MITF act	PvdQ acylase	Wnt bcat act	Rtt109 Vps75	dFosB activator	SR-BI DiI-HDL act	SR-BI HDL uptake	HTR5A ag	cardiac RTF act	CDK5 p35 inh
CCN(CC)c1ccc(/C=C2\C(=O)NC(=O)N(Cc3ccco3)C2=O)cc1	17	-12	-2	5	3	11	-11	-5	12	-18
COC(=O)C1=C(c2ccc(F)cc2OCc2ccccc2)C[C@@H]2CC[C@H]1N2C(=O)N1CCC(O)CC1	7	-16	nt	8	-16	39	-39	-1	2	0.4

The results go on:
SMILES	MITF act	PvdQ acylase	Wnt bcat act	Rtt109 Vps75	dFosB activator	SR-BI DiI-HDL act	SR-BI HDL uptake	HTR5A ag	cardiac RTF act	CDK5 p35 inh
Cn1cc(C(=O)OCC(=O)NC2CCCC2)c2ccccc21	8	-13	1	-19	-6	1	-1	2	-2	-4.6
COc1cc(OC)c(OC)cc1/C=C1/C(=O)NC(=O)N(Cc2ccccc2)C1=O	nt	-1	0	-4	-13	27	-27	3	12	-3.8
CC(=O)N1N=C2C3CCN(CC3)C2C1c1ccc(C)cc1 (stereo not drawn)	nt	0	-3	0	-1	20	-20	-1	3	-1.2
Nc1ccc(CC2=NCCN2)cc1	0	-11	1	-1	-1	-1	1	-5	-1	47

The list is partial (hit frequency here may not be typical).
